Screening data from PubChem.
12-LOX inh – inhibitors of human 12S-lipoxygenase ALOX12. P18054. purified 12hLO, xylenol orange hydroperoxide absorbance. Potency, µM (doses to about 108 µM), inactives show top-dose activity change, negative = inhibition, actives largely listed as inhibitors. hit rate 1.1% among 580,000. AID 1671190; active means well fitted inhibition curve with a large enough effect; inconclusive means small, poorly fitted or top-dose-only effect, or another doubt; inactive means no such curve, though single readings can be large or run the other way
Target sequence (P18054 whole entry, looked up): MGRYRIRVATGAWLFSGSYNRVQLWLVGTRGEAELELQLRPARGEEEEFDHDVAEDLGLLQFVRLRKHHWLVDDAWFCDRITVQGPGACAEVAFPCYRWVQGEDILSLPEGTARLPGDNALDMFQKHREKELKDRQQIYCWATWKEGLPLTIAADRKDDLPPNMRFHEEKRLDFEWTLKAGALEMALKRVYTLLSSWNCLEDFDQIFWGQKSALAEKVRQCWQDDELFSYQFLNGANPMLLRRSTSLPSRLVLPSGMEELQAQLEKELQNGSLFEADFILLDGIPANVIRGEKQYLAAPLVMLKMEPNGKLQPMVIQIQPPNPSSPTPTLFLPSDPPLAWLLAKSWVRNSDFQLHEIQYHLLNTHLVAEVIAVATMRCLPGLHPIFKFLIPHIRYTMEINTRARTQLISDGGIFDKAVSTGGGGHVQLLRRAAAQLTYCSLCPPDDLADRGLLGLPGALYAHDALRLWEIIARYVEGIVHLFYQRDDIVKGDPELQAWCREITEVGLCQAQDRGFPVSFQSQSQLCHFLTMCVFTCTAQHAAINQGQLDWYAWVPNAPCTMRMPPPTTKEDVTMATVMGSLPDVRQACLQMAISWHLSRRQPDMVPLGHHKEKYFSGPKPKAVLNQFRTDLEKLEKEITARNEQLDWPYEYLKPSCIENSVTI
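Purified human 12hLO at 150 nM in 25 mM Hepes, 0.01% Triton X-100, pH 7.0, preincubated 15 min at room temperature with compound. Reaction started with 40 uM arachidonic acid, 30 min at room temperature. Hydroperoxide measured by Fe-xylenol orange, 573/405 nm absorbance ratio.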
* marks the source's active call; other numbers are inactive results; ? = inconclusive; & = joins results of further samples; [ ] = dose if it differs, or a comment. On the % scale 0 is the no-effect control and ±100 the full control effect; potency means the concentration at half of the fitted maximal effect. An excerpt, so the mix of outcomes need not match the whole.

12-LOX inh	Structure
4%[176 µM]	COc1cccc(CN[C@@H]2CCC[C@@H](C(=O)NC3CC3)CC(=O)N(C)C2)c1
14%	CCCCS(=O)(=O)N1CCn2nc(C(O)c3nccn3C)cc2C1 (stereo not drawn)
21%	O=C(Nc1ccc(C2(C(=O)NCc3ccc(F)c(Cl)c3)CCC2)cc1)C1CC1
-5%	CCOc1ccc(N(Cc2cc3cccc(C)c3[nH]c2=O)C(=O)C(C)C)cc1
?	Cc1ccc(C(=O)N/C(=C\c2ccc(-c3ccc(Br)cc3)o2)C(=O)NC(C)(C)C)cc1
?	Cc1cc(-c2nc(-c3ccc4c(c3)OCO4)no2)n[nH]1
-9%	CC(C)c1ccc(NC(=O)COc2ncnc3ccccc23)cc1
?	O=C1CCN(S(=O)(=O)c2ccccc2)CCCN(C(=O)CCC2CCCC2)CCN1
52%[activator]	CCNc1ncc(CN2CCN(c3cccc(C(F)(F)F)c3)CC2)cn1
-56%	CC(Sc1nnc2ccccn12)C(=O)c1ccc(F)c(F)c1 (stereo not drawn)
36%[176 µM]	CN(Cc1ccc(C(F)(F)F)cc1)Cc1cccn1C
?	CN(C)C(=O)N1CCN(c2ccc(Cl)nn2)C(=O)C1
49%[activator]	COc1cccc(C(=O)N2CCC3(CC2)N(C)C(=O)CS3(=O)=O)c1
50µM*	COc1ccnc(-c2nnc3ccc(N4CCc5ccccc5CC4)nn23)c1
8%	CN(CC(=O)N1CCN(CC(=O)NC(C)(C)C)CC1)c1nc(C(F)(F)F)nc2ccccc12
45%[activator]	COCCO[C@H]1C(=O)N(C2CCN(Cc3ccc(O)cc3)CC2)[C@H]1c1ccncc1
-2%	CCCn1c(=O)c2ccc(C(=O)NC(C)C)cc2n2c(SCc3ccccc3Cl)nnc12
?	COc1cc(-c2nc3cc(NC(=O)c4ccc(Cl)cc4)ccc3o2)cc(OC)c1OC
0%	COc1ccc(CC(=O)N2CCC(n3cnnc3C3CC3)CC2)cc1Cl
2%	O=C(NC(Cc1ccccc1)C(=O)N1CCN(c2ccccc2)CC1)c1cccs1 (stereo not drawn)
27%	CN1C[C@@H]2CCCN3CCC[C@@H]([C@H]23)[C@H]1CCCC(=O)Nc1ccc2c(c1)OCCO2
?	CCn1c(CCc2ccc(NC(=O)c3ccc(C#N)cc3)cc2)nc2ccccc21
?	CCN1CCN(c2ccc(NC(=O)c3cnc4ccccc4n3)cc2C)CC1
22%[176 µM]	CN(C)C(=O)NC1CCN(c2nc3ncccc3o2)CC1
-7%[176 µM]	Cc1ccc(C(=O)N[C@H]2C[C@@H](c3nc(Cc4ccccc4)no3)N(C)C2)cc1
26%	CCS(=O)(=O)N1C[C@@H](COC)[C@H](C(N)=O)C1
?	O=C(O)CSCC(=O)N[C@H]1C[C@H]2C(=O)Nc3ccc(-c4cccs4)cc3C(=O)N2C1
65%[activator]	O=C(Nc1ccc2c(N3CCCCC3)ncnc2c1)c1ccccc1C(F)(F)F
52%[activator][176 µM]	CC(C)CNc1ccc2c(n1)C(C)(C(=O)Nc1ccn(C)n1)CN(Cc1ccccc1)C2 (stereo not drawn)
-5%	CCOP(=O)(OCC)c1nc(-c2cccc([N+](=O)[O-])c2)oc1NCc1ccc(OC)cc1

Given as comma-separated lines: two of the compounds above
SMILES,12-LOX inh
CCCn1c(=O)c2ccc(C(=O)NC(C)C)cc2n2c(SCc3ccccc3Cl)nnc12,-2%
CCS(=O)(=O)N1C[C@@H](COC)[C@H](C(N)=O)C1,26%

Remaining list, next part.
12-LOX inh	Structure
?	Cn1c(=O)c2c(nc(N3CCCC3)n2CC(=O)O)n(C)c1=O
11%	COCC1CCCCN1c1ccc(C(=O)NCCCc2ccccn2)cn1 (stereo not drawn)
-2%	Cc1ccsc1CN(C)C(=O)CC(C)C
61%[activator]	Cc1cnc(CCNS(=O)(=O)c2cn(C)cn2)n1C1CC1
45%[activator]	NS(=O)(=O)c1ccc(N/N=C/c2cccc(Cl)c2Cl)c([N+](=O)[O-])c1
46%[activator]	COc1ccc(-c2ccc(C(=O)N[C@H](c3ccccn3)C3CC(O)C3)o2)cc1 (stereo partly drawn)
38%[activator]	COCC(=O)N[C@@H]1CN(C2CCOCC2)CC[C@@H]1CO
54%[activator]	COCC1(c2nc(C3CCOCC3)nn2-c2ccncc2C)CC1
12%[12.5 µM]	Cc1nc2n(n1)CCN(C(=O)c1ccc(Cl)cc1)C2
-25%	Cn1c(-c2cccnc2)cc2c(Nc3cccc(C(F)(F)F)c3)nccc21
32%[activator]	COc1ccc(C(=O)NC2CCN(C(=O)N3CC4CC(C3)[C@H]3CCCC(=O)N3C4)CC2)cc1F (stereo partly drawn)
16%	C[C@H]1[C@@H]2[C@@H](O)C([C@H](C)C(=O)N3CCCCC3)CC[C@@]2(C)CC[C@@H]1NC(=O)Nc1cccc(F)c1 (stereo partly drawn)
?	CN1Cc2c(cc(N3CCOCC3)nc2-c2cnn(C)c2)C1=O
10%&14%[176 µM]	COC(=O)CNC(=O)C1CN(c2cccc(Cl)c2)C(=O)N1 (stereo not drawn)
12%	COCCN(CCOC)C(=O)Cc1n[nH]c(=O)c2ccccc12

Quoted at random: five entries already listed, in no set order.
12-LOX inh	Structure
32%[activator]	COc1ccc(C(=O)NC2CCN(C(=O)N3CC4CC(C3)[C@H]3CCCC(=O)N3C4)CC2)cc1F (stereo partly drawn)
54%[activator]	COCC1(c2nc(C3CCOCC3)nn2-c2ccncc2C)CC1
-2%	Cc1ccsc1CN(C)C(=O)CC(C)C
10%&14%[176 µM]	COC(=O)CNC(=O)C1CN(c2cccc(Cl)c2)C(=O)N1 (stereo not drawn)
?	Cn1c(=O)c2c(nc(N3CCCC3)n2CC(=O)O)n(C)c1=O

3 compounds out of the list above, arranged by the number in 12-LOX inh, low to high.
SMILES	12-LOX inh
Cc1ccsc1CN(C)C(=O)CC(C)C	-2%
COCC1CCCCN1c1ccc(C(=O)NCCCc2ccccn2)cn1 (stereo not drawn)	11%
COCCN(CCOC)C(=O)Cc1n[nH]c(=O)c2ccccc12	12%

Later entries
12-LOX inh	Structure
-20%	O=C(N[C@@H](Cc1cccnc1)C(=O)N1CCC[C@H]1C(=O)NCCc1ccccc1Cl)c1cccs1
19%	O=C(Nc1cccc2ccccc12)N[C@H]1CO[C@H]2[C@@H]1OC[C@@H]2n1nnnc1-c1ccc2c(c1)OCO2
-29%	C=CCNC(=O)NC(=O)COC(=O)/C=C/C=C/C
-25%	CC(C(=O)NC1CCN(Cc2ccccc2)CC1)N1Cc2ccccc2C1=O (stereo not drawn)
-4%	CNC(=O)COc1c(Cl)cc(Cl)c2ccc(C)nc12
-7%	O=C(CN1C(=O)NC2(CCOCC2)C1=O)Nc1ccc(Br)cc1
-18%	COc1ccc(-c2ocnc2C(=O)Nc2cc(OC)cc(OC)c2)cc1
-6%	CC(=O)c1cccc(NC(=O)C2(c3ccccc3)CCCC2)c1
-3%	Cc1noc([C@H]2CCN(C(=O)NCc3ccc(F)cc3)C[C@H]2NC(=O)C2CC2)n1
?	Cc1ccc(COC(=O)c2ccc(C(=O)c3ccccc3)cc2)cc1
19%	N#Cc1cccc(C(=O)N2CCCOCCNC(=O)CC2)c1
-25%[176 µM]	NC(=O)c1cccc(-c2n[nH]c3c2CC(=O)N(CCOc2ccccc2)C3)c1
?	CCc1ccc(N(Cc2cccs2)C(=O)c2cccc(C)c2)cc1
?	Cc1ccc2nc(-c3ccco3)c(Cc3ccccc3C(F)(F)F)n2c1
?	CC(C)CCNC(=S)Nc1ccccc1

Next part; it opens with the 3 that closed the last part.
12-LOX inh	Structure
?	CCc1ccc(N(Cc2cccs2)C(=O)c2cccc(C)c2)cc1
?	Cc1ccc2nc(-c3ccco3)c(Cc3ccccc3C(F)(F)F)n2c1
?	CC(C)CCNC(=S)Nc1ccccc1
17%	O=C1CC(Cc2ccccc2)C(=O)N1c1ccc2ccccc2n1 (stereo not drawn)
8%	CNC(=O)c1ccc(CN(C(=O)Cc2ccc(C)s2)C2CC2)cc1
0%	CCc1ccc(C2=CC(=O)CC(C)(C)C2=O)cc1
-14%	C=CCNC(=O)CN1CCN(c2ccnc3c(F)ccc(F)c23)CC1
1%[6.33 µM]	O=C1NCc2ccccc2CC12CCCN(Cc1ccc(F)cc1)C2 (stereo not drawn)
-80%	COc1ccc(OCc2nc(C#N)c(N3CCOCC3)o2)cc1
?	c1ncc(CN2CCn3c(nnc3C3CCCNC3)C2)s1 (stereo not drawn)
-1%	COc1ccc(-c2cc(C[C@H]3CNCC[C@H]3CC(=O)NCc3ccccc3OC)no2)cc1
8%	CC(C)(C)Sc1ccc2nn(CC(=O)Nc3ccccc3F)c(=O)n2n1
?	CC(OC(=O)CSc1nc2ccccc2o1)C(=O)NC1(C#N)CCCCC1 (stereo not drawn)
-17%	CC(C)C(C(=O)NC(C)(C)CC(C)(C)C)N1C(=O)C(=O)c2ccccc21 (stereo not drawn)
-5%	COc1ccc2[nH]cc(CCNc3ccnc(-c4cccnc4)n3)c2c1
48%[activator]	O=C(c1ccc2[nH]ccc2c1)N1CCCN(c2cc(-c3ccc(F)cc3)[nH]n2)CC1
96%[activator]	CC(C)N1C[C@H](O)C[C@H]1c1nnc2n1CCN(C(=O)C1CCC1)CC2
20%	CC(C)c1nc2c(c(-c3ccc(O)cc3)n1)CN(Cc1cccnc1)CC2
-22%	Cc1ccc(-c2cn(CCN)c(=O)cn2)cc1
12%[176 µM]	O=C1Cc2c(-c3ccc4ccccc4c3)n[nH]c2CN1Cc1ccccn1
61%[activator]	Cc1noc(-c2cccn3c(CNC(=O)c4cc(F)cc(F)c4)nnc23)n1
0%	COc1ccc(-c2nc3cnc(Nc4ccccc4)nc3n(Cc3cccs3)c2=O)cc1
26%	O=C(c1ccc(OC(F)(F)F)cc1)N1CCN(c2cc(-c3ccc(Cl)cc3)[nH]n2)CC1
-11%	COc1ccc(OC)c(CNC(=O)c2noc(-c3ccc(C)cc3)n2)c1
23%	O=C(Nc1cccc(F)c1)Nc1ccc2n(c1=O)C[C@H]1C[C@@H]2CN(C(=O)c2ccc(F)cc2)C1
?	CCOC(=O)C[C@@H]1C[C@@H](C(C)C)[C@H](CNC(=O)c2ccc(C#N)cc2)C=C1C
?	CCCOc1ccc(NC(=O)Cc2ccccc2)c2cccnc12
-5%	Cc1ccc(C(=O)NCCSc2c(C)[nH]c3ccccc23)cc1
31%	Cc1cccc(CS(=O)Cc2cccc(C(F)(F)F)c2)c1 (stereo not drawn)
0%	Cc1cc(C)c(NC(=O)c2ccc3c(c2)CCC3)c(C)c1
14%	CCN1C(=O)C2(CCN(S(=O)(=O)c3ccc(C)cc3)CC2)c2ccccc21
?	CN(C)c1cccc(C(=O)OCC(=O)N2c3ccccc3Sc3ccccc32)c1
?	CCOC(=O)C(=O)NCc1ccccc1
10%	COC(=O)c1oc(CN2CC(C)OC(C)C2)cc1C (stereo not drawn)
23%[176 µM]	CC(=O)N1CCC(N2CCC[C@H]2c2nc(-c3ccc(-c4cncnc4)nc3)no2)CC1
?	CC(C)(C)c1ccc(C(=O)NCC(c2cccs2)N2CCCC2)cc1 (stereo not drawn)
-4%[6.33 µM]	O=C(NCc1nnc2n1C(C(=O)N1CCCC1)CC2)c1ccc(Cl)cc1Cl (stereo not drawn)
-2%	COc1ccc2c(c1)-c1nc(-n3ncc(C(=O)N(C)C(C)c4ccon4)c3C3CC3)ncc1CC2 (stereo not drawn)
-6%	CCOC(=O)c1ccc(Nc2nc3ccccc3nc2NS(=O)(=O)c2ccc(C)cc2C)cc1
66%[activator]	CCN(CC(=O)NC(C)C)C(=O)CSc1nc2ccccc2o1
-22%	Cc1ccc(C(C)C)cc1OCC(=O)N1CCN(c2nccs2)CC1
16%	O=C(Cn1cncn1)N1CCC(C2CCN(Cc3cccc(F)c3F)CC2)C1 (stereo not drawn)
-9%[176 µM]	CCCS(=O)(=O)N[C@H]1C[C@@H](c2nc(-c3ccc4c(c3)OCO4)no2)N(C)C1
14%	CC(=O)N/N=C(\C)c1ccccc1
5%	Cn1ncc(N2CCC(C(=O)NCC3CC3)C2)cc1=O (stereo not drawn)
?	Cc1cccc(/C=C(/C(=O)N2CCCCCC2)c2cccs2)c1
-26%	CC(C)c1ccc(/C=N/NC(=O)CCc2ccccc2)cc1
57%[activator]	COCCCN1C(=O)N(Cc2ccccc2)C(=O)C12CCN(Cc1cccs1)CC2
13%	CCCNC(=O)CC1CCCN(c2cnn(C)c(=O)c2)C1 (stereo not drawn)
?	O=C1c2cc(N3CCOCC3)nc(-c3cccc(F)c3)c2CN1Cc1ccccc1
53%[activator]	CCn1nccc1C(=O)N1C[C@@H](COC)[C@H](c2ccncc2)C1
21%	O=C(c1cc(-c2ccccc2)on1)N1CCSCC1
-13%[6.33 µM]	COc1cccc([S+](=O)([O-])N2CCC(c3nnc4n3C(C(=O)O)CC4)CC2)c1 (stereo not drawn)
17%[176 µM]	CC(C)(C)c1cc(C[C@@H]2CC[C@H](O)[C@@H](CNC(=O)c3cccc(F)c3)O2)no1
9%	COCCC(=O)N1C[C@@H](COc2cccnc2)[C@H](c2ccncc2)C1
4%	CCNc1cc(N2CCC(CCC(=O)NC(CC)CC)CC2)ncn1
32%[activator]	Cc1cccc2nnc(N3CCN(C(=O)c4ccc(F)c(F)c4)CC3)n12
8%	Cc1nc2c(c(-c3ccc(O)cc3)n1)CN(Cc1cccnc1)CCC2
16%	COc1ccc(C2Cn3nnc(-c4noc(-c5cccc(F)c5)n4)c3CO2)cc1 (stereo not drawn)
-4%[6.33 µM]	O=C(c1ccc2c(c1)OCO2)N1CC2(Cc3ccccc3NC2=O)C1
7%	CCC(C)C(=O)Nc1ccc(N2CCCCC2)c2ccncc12 (stereo not drawn)
0%[176 µM]	CC1=NOC2(CCN(C(=O)c3ccccc3)C2)C1 (stereo not drawn)
1%	CCN(c1ccc(-c2csc(-c3ccccc3)n2)cc1)S(C)(=O)=O
2%	Cc1ccc(C(=O)Nc2ccccc2C(=O)Cc2ccccc2)cc1
